Screening data: PubChem BioAssay, National Center for Advancing Translational Sciences (NCATS)
KCNH2 WT inh – qHTS for Inhibitors of KCHN2 3.1: Wildtype qHTS | U2OS, BacMam KCNH2, thallium flux FluxOr; hits give low values | activity change, % at 1.84 µM | actives 0.37% (n = 340,000) | AID 720551, 2013;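 active = maximum activity change below -70%; inconclusive = maximum activity change between -70% and -50%; inactive = maximum activity change above -50%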; note: % is set by controls: 0 for no effect and ±100 for the full control effect
Target sequence (Q12809 whole entry, looked up): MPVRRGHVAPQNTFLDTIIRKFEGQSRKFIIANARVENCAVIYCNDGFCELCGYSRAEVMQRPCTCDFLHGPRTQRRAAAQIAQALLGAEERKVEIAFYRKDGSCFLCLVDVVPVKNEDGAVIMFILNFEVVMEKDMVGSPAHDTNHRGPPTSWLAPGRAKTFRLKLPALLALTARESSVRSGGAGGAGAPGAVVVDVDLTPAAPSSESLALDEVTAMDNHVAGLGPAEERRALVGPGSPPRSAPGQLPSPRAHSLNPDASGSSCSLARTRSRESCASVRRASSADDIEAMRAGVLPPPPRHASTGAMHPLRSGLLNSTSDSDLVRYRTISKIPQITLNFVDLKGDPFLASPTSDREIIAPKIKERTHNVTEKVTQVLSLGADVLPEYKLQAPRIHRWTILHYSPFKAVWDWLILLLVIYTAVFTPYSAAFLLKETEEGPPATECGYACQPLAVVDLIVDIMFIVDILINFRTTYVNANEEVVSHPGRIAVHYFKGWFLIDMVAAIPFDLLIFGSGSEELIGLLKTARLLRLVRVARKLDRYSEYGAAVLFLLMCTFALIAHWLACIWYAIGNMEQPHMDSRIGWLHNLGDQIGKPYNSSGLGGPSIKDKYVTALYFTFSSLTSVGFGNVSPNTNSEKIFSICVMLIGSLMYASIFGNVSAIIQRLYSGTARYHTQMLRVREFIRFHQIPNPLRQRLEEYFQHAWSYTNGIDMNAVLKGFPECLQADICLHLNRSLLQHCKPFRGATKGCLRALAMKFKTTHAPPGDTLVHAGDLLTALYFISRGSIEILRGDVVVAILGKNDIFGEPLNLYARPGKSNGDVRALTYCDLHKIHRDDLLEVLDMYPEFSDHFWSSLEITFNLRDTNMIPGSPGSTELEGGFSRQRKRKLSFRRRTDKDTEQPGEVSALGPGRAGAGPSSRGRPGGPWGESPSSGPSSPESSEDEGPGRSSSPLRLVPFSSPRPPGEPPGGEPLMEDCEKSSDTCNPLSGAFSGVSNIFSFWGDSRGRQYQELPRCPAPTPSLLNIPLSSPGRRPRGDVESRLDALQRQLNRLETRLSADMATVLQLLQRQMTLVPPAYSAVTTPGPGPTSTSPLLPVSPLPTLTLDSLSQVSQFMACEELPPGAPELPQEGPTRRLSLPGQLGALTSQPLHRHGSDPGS
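U2OS cells were transduced with wild-type KCNH2 virus (2.03 x 10^8 / mL) for 4 h at room temperature, then cultured overnight at 37 C. Thallium flux was read with FluxOr dye. Rate constants were normalized to DMSO controls.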
CXXC DNA block – qHTS Fluorescence Polarization Assay for Inhibitors of MLL CXXC domain - DNA interaction; MLL-CXXC / FITC-HOXA9 DNA fluorescence polarization; Potency, µM (doses to about 115 µM), without a hit: top-dose activity change, negative = inhibition, most hits filed as inhibitors; actives 0.037% (n = 290,000); AID 2662, 2010; active = well fitted inhibition curve with a large enough effect in the polarisation, with a control signal flat, not every such curve was filed as active; inconclusive = small, poorly fitted or top-dose-only effect, or effect the other way, or a change in a side signal; inactive = no such curve, though single readings can be large or run the other way; the % refers to the polarisation; note: potency is the fitted concentration of half-maximal effect
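Purified MLL-CXXC (added from a 7 uM solution) was preincubated 5 min at ambient with pinned compounds in 50 mM Tris-HCl pH 7.5, 50 mM NaCl, 1 mM DTT, 0.05% BSA. Fluorescein-labeled HOX-A9 DNA (50 nM solution) followed, 30 min, then polarization read.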
GALK inhibitor – qHTS Assay for Inhibitors of Human Galactokinase (GALK) | Purified GALK, Kinase-Glo residual ATP luminescence | Potency, µM (series often up to 57.5 µM), without a hit: at the top dose activity change, negative = inhibition, most hits filed as inhibitors | AID 1868, 2009 | actives 0.007% (n = 270,000); note: potency is the fitted concentration of half-maximal effect; % is set by controls: 0 for no effect and ±100 for the full control effect
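Galactose (100 uM) and ATP (35 uM) were turned over by 5 nM GALK for 1 h at RT. Kinase-Glo Plus then converted the remaining ATP into a luminescent signal.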
Giardia kill – Small Molecules that selectively kill Giardia lamblia: qHTS; Giardia lamblia trophozoite viability; AID 540267, 2011; activity change, % at 7.66 µM, hits read low; actives 0.15% (n = 340,000); in the data active = activity change below about -80%; inconclusive = between about -30% and that limit;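 note: parasites exposed to compound for two days anaerobically before the ATP read; % is set by controls: 0 for no effect and ±100 for the full control effect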
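Compounds were tested on trophozoites seeded at 100 cells/well and held 48 hrs at 37 deg C anaerobically. An ATP-based luminescent kit measured the remaining live cells.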
FBPA coupling cs – qHTS Assay for Inhibitors of Fructose-1,6-bisphosphate Aldolase from Giardia Lamblia: Coupling assay counterscreen; coupling enzyme system counterscreen, AmpLite Red fluorescence; activity change, negative = inhibition, % at 58.2 µM, hits read low; actives 0.67% (n = 290,000); AID 2472, 2010; in the data active = activity change below about -30%; note: % is set by controls: 0 for no effect and ±100 for the full control effect
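Counterscreen of the coupled detection system alone, without aldolase: glyceraldehyde-3-phosphate coupling enzymes plus AmpLite Red readout. Compounds at 57.5 uM final, 10 min RT preincubation, 20 min RT reaction, fluorescence 525/598 nm.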
A-T KAP1 phos – qHTS Assay for Identifying a Potential Treatment of Ataxia-Telangiectasia | […] A-T fibroblasts, KAP-1 phosphorylation AlphaLISA; neocarzinostatin DNA damage 30 min before lysis | Potency, µM (top dose mostly 57.5 µM), for inactives: at the top dose activation, usual class: activators | actives 0.19% (n = 320,000); note: potency is the fitted concentration of half-maximal effect; % of control where 0% means no effect; nearly all actives have a fitted effect of over 45% in size
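hTERT-immortalized A-T patient fibroblasts ([…]), 500 cells/well in OPTI-MEM, 1% FBS, got compounds for 60 min, then NCS for 30 min at 37C. Lysates were then assayed for phospho-KAP-1 by AlphaLISA (anti-pKAP1 donor, anti-KAP1 acceptor beads), 6 hr at 25C.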
BCR signal inh – qHTS Assay to Find Inhibitors of Chronic Active B-Cell Receptor Signaling | AID 493014, 2011 | ABC-DLBCL IkBa-CBG/CBR reporter, luminescence ratio, 4 h | actives 0.05% (n = 340,000) | Potency, µM (series often up to 46.1 µM), for the others: at the top dose ratio change, negative = lower green/red ratio, actives largely listed as inhibitors; active = well fitted inhibition curve with a large enough effect in the signal ratio, with a control signal flat, not every such curve was filed as active; inconclusive = small, poorly fitted or top-dose-only effect, or effect the other way, or a change in a side signal; the % refers to the signal ratio;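 note: potency is the fitted concentration of half-maximal effect; plate controls were basal doxycycline-induced cells for no effect and cells given 10 µM MG132 for full effect; MG132 reads +100%, hits lower the ratio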
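Cell line TMD8 (human ABC DLBCL), stably expressing tet-inducible CBG68-IkBa fusion and CBR; IMDM/0.5% FBS; cpd up to 46 uM; dox induction, 4 h, 37C/5% CO2; dual luminescence; green/red ratio; MG132 control.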
TCR activator – Activators of T cell receptors: qHTS campaign | 330,000 tested, under 10 active | Potency, µM (titrated, usually from 9.22 µM), inactives show top-dose activation of IL-2 secretion, hits mostly activators | primary human leukocytes, anti-CD3, IL-2 HTRF, 48 h; note: % of control where 0% means no effect
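Primary human leukocytes receive a-CD3 beads and test compound and are incubated 48 hr. Secreted IL-2 is then assayed by HTRF, measuring 665nm acceptor emission after 320nm excitation of the europium donor.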
Tb PFK block – qHTS Assay to Find Inhibitors of T. brucei phosphofructokinase | Potency, µM (titrated, usually from 57.5 µM), for the others: at the top dose activity, negative = inhibition, hits mostly inhibitors | actives 0.17% (n = 330,000) | T. brucei PFK, ADP-Glo luminescence | ATP-dependent 6-phosphofructokinase (Trypanosoma brucei brucei), O15648 | AID 485367, 2010;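 note: potency is the fitted concentration of half-maximal effect; 0% = uninhibited 1x PFK enzyme wells and -100% = no-enzyme wells; nearly all actives have a fitted effect of over 60% in size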
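In TEA buffer at pH 8.0 with 5 mM MgCl2, enzyme (1.25 nM) converted F6P (0.5 mM) and ATP (0.1 mM) for 45 min at room temperature. ADP product was read by luciferase luminescence.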
TSHR antag – Antagonists of the Thyroid Stimulating Hormone Receptor: HTS campaign. activity change, negative = inhibition, % at 11.5 µM. TSHR-expressing cells, TSH-stimulated cAMP HTRF, 2 h; hits give low values. actives 0.2% (n = 330,000);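 active = activity change below a set negative limit, meaning inhibition stronger than a set level, cut at about -70% in these data; inconclusive = activity change between two set negative limits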; note: % is set by controls: 0 for no effect and ±100 for the full control effect
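Inhibition of cAMP made by TSHR-expressing cells under TSH stimulation (4nM final, EC80; 2 h, 37 deg C) is quantified with a one-step lysis HTRF kit, anti-cAMP cryptate versus cAMP-d2.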
An asterisk follows results filed as active; ? = inconclusive; . = not tested or not shown; [ ] = remark or other dose. Unless noted, calls come from the whole dose curve; as a rule, active = well fitted curve in the direction sought with a large enough effect; inconclusive = small, poorly fitted or top-dose-only effect, or another doubt; inactive = no such curve, though single readings can be large; an effect the other way counts as inactive or inconclusive. Not a hit list. About 1.6% of those tested had a hit in this group.

SMILES	KCNH2 WT inh	CXXC DNA block	GALK inhibitor	Giardia kill	FBPA coupling cs	A-T KAP1 phos	BCR signal inh	TCR activator	Tb PFK block	TSHR antag
CCn1cc(C(=O)C(F)(F)F)c2ccccc21	-0.7	4.1%	-1.4%	-13.6	-0.6	-0.4%	-19.3%	-1.3%	-0.6%	17.6
CC(C)NC(=O)NC(=O)CSc1ccc(S(=O)(=O)N2CCCC2)cn1	7.9	.	.	5.2	.	-6.6%	10.6%	-2.0%	-0.1%	-2.0
Cc1ccc(-c2nnc(N(C)C(=O)c3ccccn3)s2)cn1	-4.5	-0.7%	-1.4%	5.9	-1.0	-8.6%	?	3.0%	4.0%	7.7
O=C(CCSc1nc2ccccc2o1)Nc1ccccc1	0.0	14.7%	2.6%	12.1	-2.3	2.9%	6.2%	-3.5%	0.0%	1.8
CNC(=O)c1csc(-c2ccccc2)n1	-6.3	-3.6%	-0.7%	-4.0	4.5	-3.1%	1.3%	0.2%	0.4%	25.1
CCCc1cc2c(=O)c(-c3ccc4c(c3)OCCO4)coc2cc1OC(=O)c1ccco1	6.4	85.7%[activator]	.	-29.5	-0.7	-6.9%	0.0%	2.4%	1.0%	8.7
Cc1cc(OCC(=O)Nc2ccccc2F)nc(C(C)C)n1	22.1	6.2%	-0.9%	12.1	3.1	2.1%	1.3%	2.3%	2.7%	0.9
Cc1nc2ccccn2c1C(=O)CSc1cccc(Cl)c1	9.0	3.7%	5.6%	-13.4	-0.2	6.1%	?	4.4%	-6.0%	-17.5
Cc1ccsc1-c1nc(CN2CCN(C)C(=O)[C@@H]2C)c(C)o1	-2.3	-4.0%	4.6%	20.1	0.2	-5.7%	-14.8%	-4.8%	-8.2%	-1.7
COC(=O)c1ccc(NC(=O)c2ccccc2-c2ccccc2C(=O)O)cc1	.	-10.0%	-0.1%	10.4	12.9	0.0%	0.0%	-3.9%	-0.3%	-8.0
Cc1ccc(S(=O)(=O)Nc2cc(C(=O)O)ccc2N2CCCCC2)cc1	3.6	-0.3%	-3.5%	-14.5	-8.7	4.4%	1.7%	-9.3%	-14.0%	-1.7
O=C(Cc1c(F)cccc1Cl)NNC(=O)c1ccccc1Cl	0.8	.	.	8.4	.	9.7%	-4.3%	10.0%	10.1%	-0.1
CCOC(=O)c1ccc(NC(=O)C2=C(C)Nc3nc(CCCO)nn3C2c2ccc(OC)cc2)cc1 (stereo not drawn)	5.6	7.5%	2.2%	-14.7	4.0	-3.1%	?	-4.1%	-2.6%	-1.6
CN1CCN(c2ccc([N+](=O)[O-])cc2/C=N/NC(=O)c2ccc(F)cc2)CC1	14.3	1.2%	-2.4%	16.4	5.8	-3.0%	18.3%	2.9%	2.7%	-4.2
O=C(NNc1nc(N2CCOCC2)nc(N2CCOCC2)n1)Nc1ccc(Cl)cc1	.	-1.2%	0.3%	.	1.3	0.3%	?	.	-6.7%	-5.4
O=C(/C=C/Nc1ccccc1)c1ccccc1	-2.3	22.0%	6.4%	22.3	1.1	.	?	-0.1%	-9.4%	-4.1
COc1ccc(S(=O)(=O)N2CCN(C)CC2)cc1NC(=O)c1ccccc1F	6.0	-4.3%	17.4%	2.7	0.5	3.6%	10.7%	2.4%	-0.3%	-6.7
O=C(NC(=O)c1ccc(C(F)(F)F)cc1)Nc1ccc(-c2cnco2)cc1	-12.0	0.4%	-1.7%	3.9	0.7	-6.9%	2.0%	0.9%	-2.3%	-4.7
CCN(CC)S(=O)(=O)c1cccc(NC(=O)c2ccc(C#N)cc2)c1	0.7	0.2%	0.0%	17.7	-4.1	2.0%	-0.5%	0.6%	0.9%	1.3
Cc1c(C(=O)NCCCN2CCOCC2)oc2c1C1(CCC2)SCCS1	7.1	2.9%	2.5%	-2.7	-2.6	-5.9%	-1.8%	-2.8%[46.1 µM]	-6.5%	10.7
CCCCCCN(C(=O)CCCN1C(=O)NC(c2ccc(-c3ccccc3)cc2)C(C(=O)OCc2ccccc2)=C1C)C(C)C(=O)NCCCC (stereo not drawn)	-12.0	.	.	-7.9	.	7.5%	-6.7%	3.6%[46.1 µM]	-1.2%	2.3
COc1ccccc1Cc1nc(-c2ccc(Br)o2)no1	1.8	11.8%	1.3%	-7.9	-0.8	8.1%	-0.5%	2.3%	-5.8%	-22.5
COc1ccccc1Cn1cccc1C=O	0.3	3.7%	0.6%	2.5	-0.1	-7.1%	1.1%	4.3%	-0.4%	-7.6
c1ccc(C(c2ccccc2)N2CCN(Cc3nnnn3C3CCCCC3)CC2)cc1	-10.6	-6.8%	-2.0%	0.7	0.2	.	3.3%	-8.0%[46.1 µM]	-1.5%	3.4
CCCOc1ccc(C(CC(=O)O)NC(=O)Cc2ccccc2)cc1 (stereo not drawn)	-6.3	-4.7%	-0.2%	-2.4	4.5	-14.1%	?	1.8%	3.9%	-2.9
CCC1CCCCN1CCCNC(=O)c1ccc2c(=O)n(Cc3ccc(OC)cc3)c(=O)[nH]c2c1 (stereo not drawn)	-5.7	22.2%	3.8%	-7.1	3.0	.	-1.6%	3.5%	0.4%	3.8
Cn1c(SCC(=O)NC(=O)NCc2ccco2)nnc1C(F)(F)F	-13.5	3.6%	2.3%	11.1	-1.5	.	-15.8%	0.8%	-0.7%	4.9
O=C(NC(NC(=S)Nc1ccccc1O)C(Cl)(Cl)Cl)c1ccco1 (stereo not drawn)	0.3	-1.6%	0.1%	-24.9	-0.3	3.8%	?	-2.8%[46.1 µM]	12.6%	10.5
COc1cc(S(=O)(=O)N2CCN(c3ccccc3)CC2)ccc1F	-3.7	-4.6%	5.3%	2.5	-0.3	3.7%	?	.	-1.9%	6.4
CCOC(=O)CNC(=O)c1sc(NC(=O)/C=C/c2ccccc2)nc1C	-5.3	-2.4%	1.3%	7.6	22.1	-27.3%	?	-2.9%	-8.1%	0.2
CNC(=S)N(CCO)Cc1cc2cc3c(cc2[nH]c1=O)OCCO3	4.2	-4.5%	-2.1%	10.0	-0.4	2.82µM*	-8.1%	2.2%	18.9%	-16.0
CCOC(=O)N1CCN(C(=O)C2CCCN(c3nc4ccc(OCC)cc4s3)C2)CC1 (stereo not drawn)	-7.7	-2.9%	-2.7%	4.9	-4.1	2.4%	-4.4%	9.4%	-2.8%	-0.7
CC1=[N+]([O-])C(C)(C)N(O)C1(C)C	-2.2	-1.1%	7.7%	-8.1	-0.1	-1.9%	-5.1%	5.9%	-4.3%	-2.1
CC(=O)Nc1sc2c(c1C(N)=O)CCCC2	-9.3	-5.2%	-2.7%	-8.5	-0.7	-0.2%	-0.4%	.	0.1%	0.7
COc1ccc(NC(=O)CSc2ccc3nnc(-c4ccccn4)n3n2)c(OC)c1	-1.8	-12.3%	-4.6%	-4.2	.	14.3%	-2.6%	0.3%	-1.1%	0.8
O=C(COC(=O)c1cc(S(=O)(=O)N2CCCC2)ccc1O)NCc1ccccc1	-22.5	.	.	9.8	.	-2.5%	3.8%	3.0%	-8.1%	12.0
CCn1c(SCc2ccccc2)nc2cc(OC)c(OC)cc2c1=O	-4.5	-2.2%	3.2%	-13.1	-0.3	17.1%	0.1%	.	-6.4%	-6.2
Cc1cccc(NC(=O)c2nc[nH]c2C(=O)NCCN(CCNC(=O)c2[nH]cnc2C(=O)Nc2cccc(C)c2)CCNC(=O)c2[nH]cnc2C(=O)Nc2cccc(C)c2)c1	22.2	.	.	0.5	.	11.3%	5.6%	1.0%	8.1%	-2.1
Cc1cccc2sc(NS(C)(=O)=O)nc12	-8.3	3.5%	4.7%	12.9	1.5	-4.3%	2.1%	6.4%	17.1%	14.6
O=C(CSc1c2c(nc3ccccc13)CCC2)N1CCCC1	7.0	5.5%	-2.5%	-14.5	4.2	-0.5%	15.3%	8.7%	1.1%	3.1
C/C(CC(=O)N1CCN(C=O)CC1)=N\NC(=O)c1ccc([N+](=O)[O-])cc1	-12.0	-10.0%	9.6%	21.1	2.0	2.1%	?	0.0%	-0.3%	-8.9
O=[N+]([O-])c1cccc(-c2csc(CS(=O)(=O)Cc3ccco3)n2)c1	-12.0	-2.6%	.	-10.5	1.2	5.6%	?	-6.3%	-3.5%	-5.1
